Screening results (PubChem)
DTT redox prof – compounds producing H2O2 with reducing agent – biochemical, NIH compound library profiling, artefact control for MLSCN library redox annotation, primary screen. DTT-dependent redox cycling H2O2, phenol red/HRP absorbance; 100% = 100 µM peroxide control, 0% = buffer. activation, % at 10 µM. 200,000 compounds, 0.03% hits;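 active = activation of at least 50% relative to the plate's high and low controls in the primary single-dose screen; inactive = activation below 50%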;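 also: compound incubated with DTT at 0.8 mM final as the reducing agent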
PPARg SRC-1 ag – promotes SRC-1 coactivator recruitment by human PPARgamma; P37231; PPARgamma-SRC-1 coactivator recruitment biochemical assay; activation, % at 8 µM; 200,000 compounds, 0.41% hits; AID 631; in the data active = activation above about 19%;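 also: 0% = DMSO and 100% = reference agonist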
SRC2 TRFRET art – flags TR-FRET format artefacts in PPARgamma SRC-2 recruitment agonist screen; TR-FRET artefact counter-screen; active compounds read high; TR-FRET ratio at 8 µM; 200,000 compounds, 0.4% hits; AID 1049; in the data active = TR-FRET ratio above about 2000; also: inactives centre near 1500; reference of the scale not given here
bIAP inh – blocks bovine intestinal alkaline phosphatase activity; inhibition, % at 20 µM; AID 1019; 190,000 tested, under 10 active; purified bovine IAP, CDP-star luminescence, 30 min;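 active = over 50% inhibition of intestinal alkaline phosphatase at 20 µM in the single-dose screen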
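Assay system: bovine IAP enzyme; medium: DEA buffer 100 mM, pH 9.8, with MgCl2 1.0 mM, ZnCl2 0.02 mM; doses: 20 µM single dose; incubation: enzyme reaction for 30 min at room temperature; detection: CDP-star luminescence signal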
S1P3 antag – blocks the human S1P3 receptor | AID 485 | inhibition, % at 4.98 µM | 170,000 compounds, 0.27% hits | CHO S1P3 NFAT-BLA reporter, FRET fluorescence, antagonist mode | Q99500;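 active = inhibition above the plate cutoff, the mean inhibition of test wells on that plate plus 3 SD, cut at about 28% in these data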;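 also: cells challenged with S1P at its EC80 of 0.8 µM; blue over green emission ratio from cleaved BLA substrate after 4 h stimulation; 0% = S1P-stimulated wells and 100% = unstimulated DMSO-only wells; some compounds past the cut are filed as inactive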
Target sequence (Q99500 whole entry, looked up): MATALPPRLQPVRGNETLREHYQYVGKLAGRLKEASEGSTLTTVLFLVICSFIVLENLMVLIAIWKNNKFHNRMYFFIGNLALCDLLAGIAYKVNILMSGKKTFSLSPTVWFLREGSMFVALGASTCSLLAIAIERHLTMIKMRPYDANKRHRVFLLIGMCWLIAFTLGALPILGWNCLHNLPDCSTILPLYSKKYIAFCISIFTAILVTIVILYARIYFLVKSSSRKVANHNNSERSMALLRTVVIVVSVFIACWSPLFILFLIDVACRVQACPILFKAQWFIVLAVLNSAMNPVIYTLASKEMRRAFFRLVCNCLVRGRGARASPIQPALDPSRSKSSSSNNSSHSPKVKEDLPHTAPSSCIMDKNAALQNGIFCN
PPARg SRC2 recr – PPARgamma-driven SRC-2 recruitment agonism | P37231 | PPARgamma LBD-SRC-2 recruitment, biochemical | activation, % at 8 µM | 200,000 compounds, 0.34% hits | AID 1032; in the data active = activation above about 22%;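 also: 0% = vehicle and 100% = reference agonist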
RAM inhibit – inhibitors of the yeast RAM network; inhibition, % at 50 µM; S. cerevisiae dse1pr::URA3 reporter, 5-FOA growth OD615, 2 d; analog-sensitive cbk1-as2 kinase mutant strain; 190,000 compounds, 1.8% hits;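 active = inhibition above a set limit, 3 SD over mean compound inhibition, cut at about 8.4% in these data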;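 also: 0% = DMSO-only wells with no growth and 100% = 10 µM 1-NA-PP1 full growth; inhibition rescues growth on 5-FOA so higher OD means more RAM inhibition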
Lmaj promast – reduces viability of Leishmania major promastigotes. resazurin fluorescence viability. inhibition, % at 10 µM. 200,000 compounds, 9% hits. AID 1063; in the data active = inhibition above about 50%;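 also: promastigotes grown with compound for 44 hours at 28 °C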
ROMK mod – human ROMK K+ channel modulation, primary screen | P48048 | Tet-inducible ROMK, thallium flux fluorescence; actives lie on both sides | B-score at 10 µM | 130,000 compounds, 2% hits | AID 1918;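 active = signal ratio slope over the read window, or its plate-corrected B-score, at least 3 SD from the plate mean, either direction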;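 also: B-score of the F/F0 ratio slope over 7 to 12 s after thallium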
Target sequence (P48048 whole entry, looked up): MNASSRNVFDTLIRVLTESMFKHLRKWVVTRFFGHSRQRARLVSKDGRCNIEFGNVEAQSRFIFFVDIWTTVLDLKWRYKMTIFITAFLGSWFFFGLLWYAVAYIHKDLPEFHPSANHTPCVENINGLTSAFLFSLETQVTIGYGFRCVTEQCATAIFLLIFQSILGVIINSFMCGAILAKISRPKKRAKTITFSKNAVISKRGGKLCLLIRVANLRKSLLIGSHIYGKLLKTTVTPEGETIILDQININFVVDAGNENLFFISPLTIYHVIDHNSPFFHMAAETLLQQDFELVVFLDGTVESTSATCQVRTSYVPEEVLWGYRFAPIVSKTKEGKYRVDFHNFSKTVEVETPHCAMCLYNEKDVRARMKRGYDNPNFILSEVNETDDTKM
Efa HMGR inh – E. faecalis class II HMG-CoA reductase inhibition; purified E. faecalis HMGR, NADPH absorbance 340 nm kinetic; 190,000 compounds, 0.41% hits; inhibition, % at 10 µM;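 active = inhibition above a set limit, the median over all tested compounds plus 3 SD, cut at about 9.5% in these data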;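 also: enzyme runs in reverse so mevalonate oxidation gives rising NADPH absorbance; 0% = complete reaction with DMSO and 100% = background rate lacking mevalonate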
PPARg SRC3 recr – agonists of human PPARgamma SRC-3 coactivator recruitment; P37231; biochemical PPARgamma/SRC-3 coactivator recruitment assay; activation, % at 8 µM; 200,000 compounds, 0.26% hits; AID 731; in the data active = activation above about 23%;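 also: 0% = DMSO and 100% = reference agonist; some compounds past the cut are filed as inactive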
* hit, by the source's call; . = no result given.

#1 O=C(/C=C/c1ccccc1)Nc1cccc(C(=O)O)c1
#2 CCOC(=O)C1(Cc2cccc(OC)c2)CCN(CC=C(C)C)CC1
#3 CC(C)(C)C1=C(C#N)C(c2ccc3c(c2)OCO3)C(C#N)=C(N)O1 (stereo not drawn)
#4 CCn1c2ccccc2c2nnc(SCc3ccc(C(=O)OC)o3)nc21
#5 Cn1cnnc1SCc1ccc(C(=O)N=Nc2c(O)n(C)c3ccccc23)cc1
#6 CC(=O)CCc1oc2ccc(C)cc2c1-c1ccc(C)o1
#7 CCOc1ccc(OCC)c(NC(=O)C2CCCN2S(=O)(=O)c2cccc3cccnc23)c1 (stereo not drawn)
#8 CCN(CC)c1ccc(/C=N/NC(=O)c2ccc(Br)o2)cc1

assay / compound	1	2	3	4	5	6	7	8
DTT redox prof	-0.3	0.2	-0.1	-0.3	-0.6	-0.8	-1.3	-0.2
PPARg SRC-1 ag	1	8	0	3	8	7	-1	9
SRC2 TRFRET art	1487	1433	1442	1335	1643	1468	1523	1541
bIAP inh	8	-1	16	8	-30	6	4	36
S1P3 antag	-11	-14	0	12	-9	-11	-23	3
PPARg SRC2 recr	-4	2	-3	-9	23*	0	7	18
RAM inhibit	2.4	0.5	1.2	1.8	1.0	1.7	2.6	1.3
Lmaj promast	-5	2	-4	0	2	1	14	3
ROMK mod	0.056	-0.089	-1.2	.	0.51	0.29	.	1.4
Efa HMGR inh	0	0	11*	-7	-1	-2	-8	-3
PPARg SRC3 recr	3	1	2	14	3	6	8	4

#9 CCOc1ccccc1-n1nnnc1SCC(=O)Nc1cc(C)on1
#10 C=CCn1c(SCc2ccc(C(=O)Nc3nccs3)cc2)nnc1-c1ccc(C)c(Cl)c1
#11 C/C(=N\NC(=O)NC1CCCCC1)c1ccc(OC(F)F)cc1OC(F)F
#12 CCO[C@H]1OC(C(=O)Nc2ccccc2)=C[C@@H](C2CC2)[C@@H]1CCCO
#13 CC1CCc2c(sc3ncnc(NCc4cccnc4)c23)C1 (stereo not drawn)
#14 CCCCCC[n+]1c(-c2ccc(Cl)cc2Cl)csc1Nc1ccccc1
#15 Cc1cc2nsnc2c(S(=O)(=O)NCC(=O)O)c1C
#16 CCCc1cc(=O)[nH]c(SCC(=O)NC(=O)c2ccccc2)n1

assay / compound	9	10	11	12	13	14	15	16
DTT redox prof	-0.2	0.5	-2.0	-0.9	-0.1	1.9	0.4	2.8
PPARg SRC-1 ag	2	9	1	14	12	2	5	-1
SRC2 TRFRET art	1270	1622	1679	1823	1549	1717	1408	1392
bIAP inh	20	21	13	-18	8	10	-7	6
S1P3 antag	0	-11	-1	-4	-10	-14	-26	-5
PPARg SRC2 recr	7	4	7	10	3	9	-5	1
RAM inhibit	1.6	2.2	0.6	0.8	-0.5	9.0*	.	-1.6
Lmaj promast	6	13	46	1	1	24	-7	-5
ROMK mod	.	.	0.05	.	-0.74	.	0.062	-0.39
Efa HMGR inh	1	4	0	-3	1	1	.	-6
PPARg SRC3 recr	11	0	6	6	-2	7	10	3

2 compounds from above, showing only bIAP inh and S1P3 antag.
# | SMILES | bIAP inh | S1P3 antag
14 | CCCCCC[n+]1c(-c2ccc(Cl)cc2Cl)csc1Nc1ccccc1 | 10 | -14
15 | Cc1cc2nsnc2c(S(=O)(=O)NCC(=O)O)c1C | -7 | -26

(continued)
#17 COc1ccc2nc(SCC(=O)N3CCN(c4ccccc4F)CC3)c(C#N)cc2c1
#18 COc1cccc(-c2nnc3sc(-c4ccco4)nn23)c1
#19 COc1cccc(CC(NC(C)=O)C(=O)NC2CCN(c3nnnn3-c3ccccc3)CC2)c1 (stereo not drawn)
#20 COc1cccc(N2CCN(CC(=O)Nc3nnc(-c4ccccc4)s3)CC2)c1
#21 COc1ccc(N(CC(O)Cn2nnc3ccccc32)S(=O)(=O)c2ccc(C)cc2)cc1 (stereo not drawn)
#22 Cc1[nH]c2ccc(F)cc2c1CCN(Cc1cccnc1)C(=S)Nc1ccccc1
#23 COCCN1C(=O)C(=O)/C(=C(/O)c2ccc(C)cc2)C1c1ccccn1 (stereo not drawn)
#24 N#C/C(C(=O)N1CCOCC1)=C1/SC(Cc2ccccc2Cl)C(=O)N1c1ccccc1 (stereo not drawn)

assay / compound	17	18	19	20	21	22	23	24
DTT redox prof	0.8	-0.9	1.9	1.7	0.2	-1.1	-0.3	0.6
PPARg SRC-1 ag	0	4	5	10	6	0	3	6
SRC2 TRFRET art	1669	1776	1655	1640	1440	1611	1684	1749
bIAP inh	.	-1	-7	-22	-4	4	-8	-12
S1P3 antag	.	.	.	7	2	18	-9	1
PPARg SRC2 recr	3	2	16	9	2	9	5	-2
RAM inhibit	.	1.3	2.4	1.2	0.1	0.5	0.7	1.4
Lmaj promast	5	-2	-2	8	3	100*	-1	-8
ROMK mod	-0.31	0.11	.	.	-0.86	-0.084	0.6	2
Efa HMGR inh	.	-5	1	-2	-2	2	-3	5
PPARg SRC3 recr	-11	0	-2	2	4	6	-1	0

#25 COC(=O)c1c(C)[nH]c(C(=O)OCc2ccc(F)cc2)c1C
#26 O=C(NCCCN1CCCC1=O)c1cccc(N2CCCC2=O)c1
#27 COc1cccc(NC(=O)C(c2ccccc2)N2CCCC2)c1 (stereo not drawn)
#28 O=C(NCCc1ccccc1)C(=O)Nc1ccc2c(c1)OCCO2
#29 Cc1cccc2c1CC(C)(C)NC2=C(C#N)C#N
#30 COc1ccccc1N=C(C)C1=C(O)CSC1=O
#31 CCOC(=O)N1CCC(NC(=O)C2CCN(C(=O)N3CC(C)Oc4ccccc43)CC2)CC1 (stereo not drawn)
#32 O=C(Nc1nnc(-c2ccccc2Cl)o1)c1cc2cc([N+](=O)[O-])ccc2s1

assay / compound	25	26	27	28	29	30	31	32
DTT redox prof	2.5	0.5	-1.7	-0.6	0.0	0.5	0.2	-1.1
PPARg SRC-1 ag	5	-3	-1	5	2	3	0	-4
SRC2 TRFRET art	1554	1536	1737	1631	1549	1429	1376	1610
bIAP inh	5	5	-7	12	43	-2	-9	-7
S1P3 antag	.	-53	-4	-26	-4	7	.	5
PPARg SRC2 recr	3	10	6	-5	1	0	3	7
RAM inhibit	3.1	1.3	2.3	2.3	1.5	-1.0	0.5	0.7
Lmaj promast	-1	-5	37	-3	4	-4	-6	47
ROMK mod	0.25	2.3	-0.31	0.18	0.62	-0.79	0.62	0.49
Efa HMGR inh	0	-6	-3	4	-4	2	-4	-7
PPARg SRC3 recr	0	10	6	1	0	-7	8	1

#33 Cc1cc(C(c2ccc(C)o2)c2ccc(C)o2)c(O)c([N+](=O)[O-])c1
#34 COc1ccc(NC(=S)NCc2ccccn2)cc1OC
#35 C#CC[N+](CC)(CC)CC#Cc1cccc(Cl)c1
#36 CC(=O)N1C(C(=O)O)CSC1c1ccc(C)cc1 (stereo not drawn)
#37 CCc1sc(C(=O)Nc2ccc(NC(C)=O)cc2)cc1C
#38 CC(=Nc1cc(C(=O)c2ccccc2)ccc1N)C1=C(O)CC(C)(C)CC1=O
#39 Cc1c(C(=O)N2CCN(C)CC2)oc2ccc(S(=O)(=O)N3CCOCC3)cc12
#40 O=C(CCCCCNc1nc(=S)[nH]c2ccccc12)NCCc1ccccc1

assay / compound	33	34	35	36	37	38	39	40
DTT redox prof	0.3	-1.2	-1.5	-1.3	0.4	-0.1	-0.2	-0.4
PPARg SRC-1 ag	8	6	5	.	2	4	-3	4
SRC2 TRFRET art	1390	1634	1610	.	1635	1682	1614	1714
bIAP inh	.	2	0	6	1	28	7	-12
S1P3 antag	.	-19	.	-58	-17	-12	.	-1
PPARg SRC2 recr	1	12	0	.	4	0	0	3
RAM inhibit	0.8	1.9	0.9	3.0	0.1	0.1	1.8	-0.4
Lmaj promast	32	-3	-2	-4	-7	9	-7	9
ROMK mod	-0.65	.	.	.	.	0.28	1.1	0.41
Efa HMGR inh	-2	-3	-1	-2	0	1	-8	0
PPARg SRC3 recr	-7	2	2	.	3	2	-2	1

#41 COc1cccc(/C=N/NC(=O)CC2C(=O)NN=C2C)c1O (stereo not drawn)
#42 CC(C)(C)OC(=O)NCCCC[C@H](NC(=O)c1nc[nH]c1C(=O)N1CCN(C(=O)OC(C)(C)C)CC1)C(=O)OC(C)(C)C
#43 Cc1c(NC(=S)N/N=C/c2ccc(O)cc2)c(=O)n(-c2ccccc2)n1C
#44 COc1cc2c(C(=O)N3CCOCC3)c(CSc3ccccc3)n(C)c2cc1Br
#45 Cc1ccc(C)c2c1cc(C)c1nnc(SCC(=O)NCc3ccc4c(c3)OCO4)n12
#46 CCOC(=O)c1ccc(NC(=S)N2CCN(Cc3ccccc3)CC2)cc1
#47 C#CCOCCOCCOCCNc1nc(N2CCOCC2)nc(N2CCN(C(=O)[C@H]([C@@H](C)CC)n3cc([C@@H](N)Cc4ccc(O)cc4)nn3)CC2)n1
#48 CCOC(=O)C1CCN(CC(=O)Nc2c(C(=O)OC)[nH]c3ccc(Cl)cc23)CC1
#49 COc1cccc(-c2ccc(=O)n(CC(=O)NCCN3CCOCC3)n2)c1
#50 COc1ncnc2c1cnn2-c1ccccc1
#51 CCOc1ccc(-n2c(SCC(=O)Nc3ccc(Br)cc3)nc3n[nH]c(C)c3c2=N)cc1

assay / compound	41	42	43	44	45	46	47	48	49	50	51
DTT redox prof	-0.1	1.0	-6.5	-0.9	-0.2	-0.1	-0.3	2.9	0.0	0.2	0.1
PPARg SRC-1 ag	0	-2	7	4	7	0	7	-1	6	-1	4
SRC2 TRFRET art	1641	1543	1666	1537	1815	1627	1779	1474	1517	1689	1670
bIAP inh	-41	-4	-12	1	-7	3	0	10	-5	7	-18
S1P3 antag	.	-25	.	-19	-8	-4	-37	0	-6	.	-19
PPARg SRC2 recr	3	4	8	5	1	12	3	-5	7	3	8
RAM inhibit	0.5	0.4	2.1	5.3	0.7	0.5	0.2	0.3	0.9	3.4	3.9
Lmaj promast	-11	-4	-7	47	70*	26	-4	20	-8	-6	0
ROMK mod	-0.2	.	0.14	-1.8	-1.7	.	.	.	.	-0.55	0.16
Efa HMGR inh	2	-3	-1	0	-4	2	7	0	-3	3	4
PPARg SRC3 recr	3	4	8	2	5	5	-2	-8	-2	1	7

A section from the list above:
#46 CCOC(=O)c1ccc(NC(=S)N2CCN(Cc3ccccc3)CC2)cc1
#47 C#CCOCCOCCOCCNc1nc(N2CCOCC2)nc(N2CCN(C(=O)[C@H]([C@@H](C)CC)n3cc([C@@H](N)Cc4ccc(O)cc4)nn3)CC2)n1
#48 CCOC(=O)C1CCN(CC(=O)Nc2c(C(=O)OC)[nH]c3ccc(Cl)cc23)CC1
#49 COc1cccc(-c2ccc(=O)n(CC(=O)NCCN3CCOCC3)n2)c1

assay / compound	46	47	48	49
DTT redox prof	-0.1	-0.3	2.9	0.0
PPARg SRC-1 ag	0	7	-1	6
SRC2 TRFRET art	1627	1779	1474	1517
bIAP inh	3	0	10	-5
S1P3 antag	-4	-37	0	-6
PPARg SRC2 recr	12	3	-5	7
RAM inhibit	0.5	0.2	0.3	0.9
Lmaj promast	26	-4	20	-8
ROMK mod	.	.	.	.
Efa HMGR inh	2	7	0	-3
PPARg SRC3 recr	5	-2	-8	-2
